KB-V1 cytotox – kills drug-selected multidrug resistant KB-V1 cells; KB-V1 MDR cells viability, CellTiter-Glo, 72 h; Potency, µM (top dose mostly 46.1 µM), inactives show at the top dose activity change, negative = cytotoxicity, actives largely listed as cytotoxic; 3.4% of 400,000 active; AID 1347076; note: potency is the fitted concentration of half-maximal effect; % is set by controls: 0 for no effect and ±100 for the full control effect; nearly all actives have a fitted effect of over 60% in size
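Cytotoxicity toward P-gp-expressing KB-V1 cells was determined as loss of CellTiter-Glo luminescence after 72 h at 37 degrees C. Compounds were tested in quantitative HTS format across a concentration range, with curves fitted to normalized data.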
D3 antag – blocks the human D3 dopamine receptor; D3R cells, DiscoveRx beta-arrestin luminescence, antagonist mode; hits give low values; max response, negative = inhibition, %; 2.5% of 360,000 active; AID 652054; in the data active = max response below about -50%; inconclusive = no clear call, values can overlap the other calls; note: % is set by controls: 0 for no effect and ±100 for the full control effect; mostly tested at two doses, the higher about 12 µM
Target sequence (P35462 whole entry, looked up): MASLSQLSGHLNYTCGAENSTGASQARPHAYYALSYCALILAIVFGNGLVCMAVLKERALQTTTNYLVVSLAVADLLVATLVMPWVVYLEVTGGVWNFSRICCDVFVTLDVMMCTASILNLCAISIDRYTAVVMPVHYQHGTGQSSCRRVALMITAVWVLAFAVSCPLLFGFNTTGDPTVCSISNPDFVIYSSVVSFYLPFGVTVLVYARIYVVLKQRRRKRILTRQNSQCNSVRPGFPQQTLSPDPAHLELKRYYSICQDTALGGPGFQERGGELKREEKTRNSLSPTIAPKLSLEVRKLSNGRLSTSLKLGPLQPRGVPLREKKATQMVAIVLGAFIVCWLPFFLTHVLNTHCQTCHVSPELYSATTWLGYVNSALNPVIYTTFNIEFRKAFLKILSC
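Cells plated overnight at 1500 cells/well, then exposed to library compounds with dopamine controls for 90 minutes at 37 degrees C. DiscoveRx reagent added for 30–60 minutes at room temperature; luminescence read, quantitative HTS format.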
HT1080 IDH1KD tx – HT-1080 IDH1 knockdown cell toxicity (counter line) | HT-1080 IDH1 knockdown viability, ATP luminescence, 48 h | Potency, µM (series often up to 46.1 µM), inactives show top-dose activity, negative = toxicity, actives largely listed as cytotoxic | AID 686971 | 2% of 360,000 active;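 note: potency is the fitted concentration of half-maximal effect; 0% = DMSO wells and -100% = cell-free medium wells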
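Knockdown cells (IDH1KD HT-1080) received compounds 2 h after plating at 750 cells/well and were kept 48 h at 37 °C in 5% FBS RPMI. A CellTiter-Glo luminescence read gave % activity for curve fitting.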
HT1080NT lethal – kills 2HG-producing HT-1080-NT fibrosarcoma cells; HT-1080-NT fibrosarcoma viability, CellTiter-Glo ATP luminescence, 48 h; Potency, µM (doses to about 46.1 µM), without a hit: at the highest dose activity, negative = less viability, usual class: cytotoxic; 1.6% of 360,000 active;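 note: NT is the 2HG producing partner of a matched IDH1 knockdown line; potency is the fitted concentration of half-maximal effect; 0% = DMSO-treated cells and -100% = media-only wells without cells; nearly all actives have a fitted effect of over 55% in size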
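Viability by CellTiter-Glo luminescence after 48 h compound exposure at 37C of HT-1080-NT cells (750/well, RPMI, 5% FBS). % activity scaled between DMSO wells and medium-only wells, then curve-fitted and categorized by curve class.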
DRD3 agonist – agonists of human D3 dopamine receptor. D3R DiscoveRx beta-arrestin cells, luminescence, 90 min. max activation, %. 0.58% of 410,000 active. AID 652048; in the data active = max activation above about 30%; note: 0% is about no effect; mostly tested at two doses, the higher about 12 µM
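Agonist-mode cell screen: cells plated at 1500/well and incubated overnight at 37 °C, then exposed to library compounds for 90 min at 37 °C. Detection reagent was added for 30–60 min at room temperature, and luminescence was read.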
SW480 rereplic – induces DNA re-replication in SW480 colon adenocarcinoma cells | SW480 DNA re-replication, Hoechst DNA content imaging, 48 h | Potency, µM (top dose mostly 46.1 µM), without a hit: top-dose re-replication activation, most hits filed as activators | 1.8% of 340,000 active | AID 624297; note: potency is the fitted concentration of half-maximal effect; % of control where 0% means no effect; nearly all actives have a fitted effect of over 55% in size
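First, 250 cells per well were seeded. Next, compound or vehicle (23 nL) was pinned in, plates sat 48 hr at 37 C. Finally Hoechst was added for 40 min before fluorescence scanning.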
IL1B secr inh – blocks inflammasome-driven IL-1 beta release; 4.7% of 360,000 active; AID 743279; activity change, % at 57.5 µM; THP-1 LPS/ATP IL-1B secretion, AlphaLISA, 16 h; hits give low values; in the data active = activity change below about -50%; inconclusive = mostly about -30% to -49%; note: % is set by controls: 0 for no effect and ±100 for the full control effect
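THP-1 cells pretreated 1 hr with compounds (up to 57.5 uM final), then stimulated with LPS (250 ng/mL final) plus ATP (1.25 mM final); secreted IL-1B measured by AlphaLISA after 16 hr, decreased signal indicating inhibition.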
GLP-1R agonist – agonists of human GLP-1 receptor; P43220; HEK293 GLP-1R CRE-luciferase, luminescence, 4-6 h; cells express a hypersensitive GLP-1R form; Potency, µM (top dose mostly 45.6 µM), for the others: at the highest dose activation, most hits filed as activators; 0.007% of 380,000 active; note: potency is the fitted concentration of half-maximal effect; % of control where 0% means no effect
Target sequence (P43220 whole entry, looked up): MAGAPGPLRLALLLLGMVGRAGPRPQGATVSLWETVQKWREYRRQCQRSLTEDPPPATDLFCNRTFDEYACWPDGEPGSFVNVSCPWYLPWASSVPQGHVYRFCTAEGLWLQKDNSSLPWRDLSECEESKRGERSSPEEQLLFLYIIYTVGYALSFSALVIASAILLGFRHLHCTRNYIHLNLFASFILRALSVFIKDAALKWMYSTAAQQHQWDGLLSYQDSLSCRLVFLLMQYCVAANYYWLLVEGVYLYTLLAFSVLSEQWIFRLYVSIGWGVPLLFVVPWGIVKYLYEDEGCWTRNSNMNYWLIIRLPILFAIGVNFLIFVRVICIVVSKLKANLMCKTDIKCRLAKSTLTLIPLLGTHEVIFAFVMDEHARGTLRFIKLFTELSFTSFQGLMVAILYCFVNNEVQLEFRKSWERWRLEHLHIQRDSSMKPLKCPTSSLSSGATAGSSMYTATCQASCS
KB-3-1 tox – KB-3-1 parental cell cytotoxicity; KB-3-1 viability, CellTiter-Glo ATP luminescence, 72 h; Potency, µM (highest dose often 46.1 µM), inactives show at the highest dose activity change, negative = cytotoxic, hits mostly cytotoxic; 1.4% of 400,000 active; note: potency is the fitted concentration of half-maximal effect; % is set by controls: 0 for no effect and ±100 for the full control effect; nearly all actives have a fitted effect of over 60% in size
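KB-3-1 parental drug-naive adenocarcinoma cells in DMEM/10% FBS, incubated 72 h at 37 C with pin-transferred compounds across a concentration series. Viability by CellTiter-Glo luminescence; concentration-response curves fitted after normalization.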
An asterisk follows results filed as active; ? = inconclusive; / = not tested or not shown; & = joins results of further samples; [ ] = remark or other dose. Unless noted, calls come from the whole dose curve; as a rule, active = well fitted curve in the direction sought with a large enough effect; inconclusive = small, poorly fitted or top-dose-only effect, or another doubt; inactive = no such curve, though single readings can be large; an effect the other way counts as inactive or inconclusive.

smiles	KB-V1 cytotox	D3 antag	HT1080 IDH1KD tx	HT1080NT lethal	DRD3 agonist	SW480 rereplic	IL1B secr inh	GLP-1R agonist	KB-3-1 tox
O=C(CCc1ccc(S(=O)(=O)NCc2ccccc2)cc1)NCc1ccc2c(c1)OCO2	-16%	6	5%	-3%	0	-6%	-3	1%	9%
COc1ccc(CCNC(=O)C2CCC(=O)N2Cc2ccccc2Cl)cc1OC (configuration not stated)	13%	5	-1%	10%	-2	17%	9	-7%	3%
O=C1S/C(=C\c2ccccn2)C(=O)N1Cc1ccccc1F	26%	0	5%	1%	-3	-3%	5	10%	3%
CCn1cc([N+](=O)[O-])c(C(=O)Nc2ccn(C34CC5CC(CC(C5)C3)C4)n2)n1	12%	3	-10%	-5%	3	0%	-2	9%	4%
S=c1[nH]nc(-c2cccnc2)n1/N=C/C=C/c1ccco1	6%	-13	8%	14%	0	-1%	21	-13%	9%
COc1ccc(-c2cc(C(=O)NCCN3CCOCC3)c3ccccc3n2)cc1	-7%	-7	-18%	-3%	0	10%	-12	7%	5%
CSc1cccc(NC(=O)CN(C)S(=O)(=O)c2ccc(F)cc2)c1	-3%	14	-1%	1%	-4	0%	-8	3%	6%
O=C(COC(=O)C1CC(=O)N(Cc2ccco2)C1)c1ccc(OC(=O)c2ccccc2)cc1 (configuration not stated)	?	-17	10%	4%	0	-3%	-8	-21%	9%
CCOc1ccc(N(CC(=O)OC)S(=O)(=O)c2ccc3c(c2)n(C)c(=O)c(=O)n3C)cc1	11%	0	0%	-3%	-10&2	-15%	38	-4%	25%
Cc1ccc(CN(C)CCc2ccccn2)cc1	9%	-14	-5%	1%	-30	-3%	8	-6%	-7%
O=C1CN(C(=S)Nc2ccc(OC(F)F)cc2)CCN1	-4%	8	13%	8%	4	-9%	6	3%	-3%
COc1ccc(C(=O)CNc2ccccc2Br)cc1	-2%	43	-1%	0%	0	11%	11	-1%	2%

New compounds follow
smiles	KB-V1 cytotox	D3 antag	HT1080 IDH1KD tx	HT1080NT lethal	DRD3 agonist	SW480 rereplic	IL1B secr inh	GLP-1R agonist	KB-3-1 tox
O=C(O)c1ccc(Cn2cc(/C=C\[N+](=O)[O-])c3ccccc32)o1	4%	-24	-2%	0%	3	1%	12	-1%	1%
CCN1C(=O)C2(SC(NC(C)=O)=NN2C(C)=O)c2cc(C)ccc21 (configuration not stated)	2%	6	1%	1%	-3	-7%	10	6%	10%
CCC(=O)N1c2ccc(S(=O)(=O)CCC(=O)Nc3nccs3)cc2CC1C (configuration not stated)	0%	-25	-4%	1%	-8	7%[9.22 µM]	14	-7%	-28%
CC1CCN(C(=O)c2ccc(S(=O)(=O)N(C)C)cc2)C(C)C1 (configuration not stated)	-8%	12	8%	7%	6	-4%	7	-2%	3%
Cc1ccc(Cl)cc1-c1cc(C(=O)NCc2ccco2)[nH]n1	3%	-2	17%	15%	0	/	?	-6%	0%
Cc1ccccc1-c1nc(CN2CCC(C(=O)NCc3ccco3)CC2)c(C)o1	-3%	-16	2%	6%	-1	2%	-67*	0%	-5%
COC(=O)/C(=C\Nc1ccc(Oc2ccc(F)cc2F)nc1)NC(=O)c1ccccc1	?	-17	5%	?	-2	22%	20	12%	?
CCOc1cc(NC(=O)C2CC2)c(OCC)cc1NC(=O)c1ccccn1	-2%	35	10%	13%	13	-3%	-12	1%	-1%
N#Cc1ccc(-c2ccccc2)nc1SCC(=O)c1cccc(Cl)c1	-4%	-10	9%	9%	0	0%	-17	-20%	0%
CCCn1nc(C(=O)NCCN2CCOCC2)c2ccccc2c1=O	-14%	5	-5%	-4%	-5	-9%	11	1%	-2%
C=CCn1c(=O)c2ccccc2n2c(SCc3c(C(=O)OCC)oc4ccccc34)nnc12	?	11	-2%	-5%	4	9%	37	3%	-6%
O=C(COC(=O)CCN1C(=O)C2CC=CCC2C1=O)NCCc1ccc(F)cc1 (configuration not stated)	?	?	2%	-6%	-4	2%	-26	2%	1%

By substructure, the compounds so far with two or more sulfur atoms.
smiles	KB-V1 cytotox	D3 antag	HT1080 IDH1KD tx	HT1080NT lethal	DRD3 agonist	SW480 rereplic	IL1B secr inh	GLP-1R agonist	KB-3-1 tox
CSc1cccc(NC(=O)CN(C)S(=O)(=O)c2ccc(F)cc2)c1	-3%	14	-1%	1%	-4	0%	-8	3%	6%
CCC(=O)N1c2ccc(S(=O)(=O)CCC(=O)Nc3nccs3)cc2CC1C (configuration not stated)	0%	-25	-4%	1%	-8	7%[9.22 µM]	14	-7%	-28%

(continued)
smiles	KB-V1 cytotox	D3 antag	HT1080 IDH1KD tx	HT1080NT lethal	DRD3 agonist	SW480 rereplic	IL1B secr inh	GLP-1R agonist	KB-3-1 tox
O=C(CN1c2ccccc2Sc2ccccc21)NNC(=S)Nc1ccc(Cl)cc1	-4%	-17	?	?	1	-14%	-8	-3%	-2%
CCNC(=O)C1(C)CCCN(C(=O)c2cc(-c3cccs3)oc2C)C1 (configuration not stated)	-10%	3	-12%	-1%	6	/	?	-5%	-1%
CCC(C(=O)NC(C)(C)C)n1c(C(c2ccccc2)c2ccccc2)nc2ccccc21 (configuration not stated)	?	0	-14%	-21%	-11	/	-3	/	-29%
CC(=O)c1ccc(Cc2ccccc2)cc1	4%	3	-8%	-3%	3	4%	-12	21%	11%
COc1cccc(NC(=O)COc2coc(CN3CCN(c4ccccc4)CC3)cc2=O)c1	-3%	8	-11%	-3%	1	?	2	9%	-8%
Cc1ccc(OCC(=O)N(Cc2ccccc2)C(C)(C)C)c([N+](=O)[O-])n1	23µM*	17	-1%	-11%	-4	-50%[inhibitor]	0	4%	-28%
O=C(COc1cccc([N+](=O)[O-])c1)N/N=C/c1ccco1	-34%	-8	-4%	-2%	-3	-2%	-26	?	-4%
Cc1ccc(N=Cc2cc(Br)cc(Cl)c2O)cc1	18%	-65*	-12%	-16%	-28	-2%	99	19%	-18%
Cc1c(-c2ccccc2)sc2nc[nH]c(=S)c12	12µM*	-15	-11%	19%	2	-4%	1	0%	?
Cc1cc(C)nc(SCC(=O)N2CCc3ccccc32)n1	2%	10	5%	5%	1	-16%	-9	0%	20%
CN1CCN(C(=O)/C(C#N)=C/c2ccc(F)cc2)CC1	-7%	-10	10%	2%	-3	8%	-16	1%	-10%
CC1(C)CC(=O)c2cn3ncnc3nc2C1	27%	-15	-4%	0%[9.24 µM]	10	-3%	0	-3%	0%

(further entries)
smiles	KB-V1 cytotox	D3 antag	HT1080 IDH1KD tx	HT1080NT lethal	DRD3 agonist	SW480 rereplic	IL1B secr inh	GLP-1R agonist	KB-3-1 tox
COC(=O)C1=C(C(C)=O)C(c2ccc(C)cc2)n2nnnc2N1 (configuration not stated)	18%	?	12%	0%	-2	-1%[9.22 µM]	-9	0%	26%
Cc1ccc(N(CC#N)C(=O)CS(=O)(=O)c2cccc([N+](=O)[O-])c2)cc1	-1%	4	-13%	3%	8	7%	-10	17%	?
Cn1cccc1/C=N/n1cnnc1	-5%	?	1%	-20%	-8	1%	0	0%	-7%
Cc1cc(C)c(NC(=O)COC(=O)Cn2nc(-c3ccccc3)oc2=O)c(C)c1	16%	-55*	1%	-2%	-6	-1%	5	-4%	5%
CCN1C(=O)/C(=C2\Sc3ccccc3N2CC)OC1=S	-25%	3	14%	16%	0	?	0	2%	17%
CCc1noc(C)c1C(=O)Nc1ccc(F)c(F)c1	24%	10	14%	5%	5	-4%	12	-1%	12%
Cc1ccc(S(=O)(=O)N2CCC(C(=O)N3CCCC(C(F)(F)F)C3)CC2)cc1C (configuration not stated)	-25%	0	0%	0%	8	15%	-10	-15%	0%
CC(=O)O[C@@H](Cc1ccc(O)cc1)C(=O)CC(C)C	-8%	0	-3%	3%	-11	/	33	-3%	21%
CCc1ccc(OCC(=O)NNC(=O)c2cnccn2)c(Br)c1	-1%	1	?	?	4	20%	0	0%	?
Cc1ccc(NC(=O)Cc2cn3ccsc3n2)nc1	6%	5	12%	13%	-9	-5%	20	20%	-11%
CCOC(=O)C1CCCCN1Cc1cccc(OC)c1OC (configuration not stated)	-3%	-108*	2%	19%	-9	-1%	-5	-5%	-7%
COc1cc(C(=O)NC(=S)Nc2ccc(NC(=O)c3ccco3)cc2)cc(OC)c1OC	?	?	-4%	-19%	-3	5%	0	1%	?

(more compounds)
smiles	KB-V1 cytotox	D3 antag	HT1080 IDH1KD tx	HT1080NT lethal	DRD3 agonist	SW480 rereplic	IL1B secr inh	GLP-1R agonist	KB-3-1 tox
CC1CN(C(=O)Nc2ccc3snnc3c2)c2ccccc21 (configuration not stated)	0%	15	-2%	0%	-7	-3%	-11	26%	0%
Cc1ccc(CN2C(=O)CSC(C)C2=O)cc1 (configuration not stated)	10%	-8	-2%	3%	12	-7%	-11	28%	2%
Cc1ccsc1C=Nc1c(C)n(C)n(-c2ccccc2)c1=O	-17%	14	-23%	8%	-4	-5%	-7	-16%	1%
c1ccc(OCCNc2nc(NCC3CC3)nc3cc(-c4ccccc4)sc23)cc1	?	9	?	15µM*	-4	/	-106*	-3%	?
COc1cc(S(=O)(=O)N(C)C)ccc1F	13%	-8	0%	-3%	-9	-9%	-4	-5%	-1%
CC(OC(=O)/C(C#N)=C/c1ccc(N(C)C)cc1)C(=O)N(C)Cc1ccccc1 (configuration not stated)	-3%	20	-22%	-1%	14	?	10	-1%	-1%
O=C(NCCN1CCC(n2c(=O)[nH]c3ccccc32)CC1)c1cccs1	-18%	-103*	1%	-5%	-17	/	-9	-3%	-14%
COCCN1CCN(C(=O)C2CCC(=O)N(CCc3ccccc3)C2)CC1 (configuration not stated)	22%	-18	-2%	3%	-11	-9%	0	-4%	17%
O=C(Nc1ccc2c(c1)OCO2)NC1CCN(Cc2ccccc2)CC1	?	?	-18%	-15%	-27	-2%	-30	4%	-3%
CCc1nnc(NC(=O)C2CCN(C(=O)c3ccco3)CC2)s1	16%	-10	14%	27%	-3	-6%	20	7%	5%
C=CCOc1nc(N(C)C)nc(N(C)C)n1	12%	18	-1%	-1%	1	0%	26	-6%	-2%
O=S(=O)(c1ccc(Cl)cc1)N1CCN(CCc2ccccc2)CC1	2%	-5	1%	2%	-8	-9%	-5	-1%	-13%

From PubChem
